Screening data as filed in PubChem BioAssay.
M1 PAM parental = M1 PAM counterscreen hit in parental CHO-K1 cells; AID 602247; ATP EC20, Fluo-8 calcium fluorescence; 0% at ATP EC20, 100% at ATP max; 0.02% of 360,000 active; activation, % at 3 µM;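 active = activation above the run cutoff, the mean activation of all test compounds plus 3 SD, cut at about 40% in these data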;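 note: peak over basal fluorescence ratio in a 140 s read after ATP addition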
CHRM4 PAM = potentiates acetylcholine response at human M4 receptor; P08173; CHO-K1 hM4/Gqi5, Fluo-8 calcium fluorescence, ACh EC20; 0% = ACh EC20, 100% = maximal ACh; activation, % at 3 µM; 0.4% of 360,000 active;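 active = activation above its plate's cutoff, the mean activation of sample wells plus 3 SD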; note: some results filed as inactive read as strong as hits
Target sequence (P08173 whole entry, looked up): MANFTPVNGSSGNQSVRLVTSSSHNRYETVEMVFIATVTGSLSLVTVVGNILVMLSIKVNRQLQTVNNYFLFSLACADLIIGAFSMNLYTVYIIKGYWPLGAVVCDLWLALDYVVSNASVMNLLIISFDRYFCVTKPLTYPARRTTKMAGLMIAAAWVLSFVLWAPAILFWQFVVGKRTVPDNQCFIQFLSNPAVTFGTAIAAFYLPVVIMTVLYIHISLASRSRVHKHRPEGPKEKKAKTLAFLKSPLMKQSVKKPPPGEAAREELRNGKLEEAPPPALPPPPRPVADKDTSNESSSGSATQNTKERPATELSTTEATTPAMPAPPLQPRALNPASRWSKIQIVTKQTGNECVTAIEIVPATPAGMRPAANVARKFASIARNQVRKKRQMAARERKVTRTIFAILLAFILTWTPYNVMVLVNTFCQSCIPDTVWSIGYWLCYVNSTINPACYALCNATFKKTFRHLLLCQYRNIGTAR
TAAR1 antag = antagonists of human TAAR1; Q96RJ0; CHO RD-HGA16 TAAR1, Fluo-8 calcium fluorescence, antagonist; inhibition, % at 3 µM; 1.5% of 360,000 active;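 active = inhibition above a per-plate cutoff, the mean inhibition of test compounds on that plate plus 3 SD, cut at about 49% in these data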;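 note: 0% = DMSO plus EC80 beta-PEA response and 100% = DMSO alone without agonist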
Target sequence (Q96RJ0 whole entry, looked up): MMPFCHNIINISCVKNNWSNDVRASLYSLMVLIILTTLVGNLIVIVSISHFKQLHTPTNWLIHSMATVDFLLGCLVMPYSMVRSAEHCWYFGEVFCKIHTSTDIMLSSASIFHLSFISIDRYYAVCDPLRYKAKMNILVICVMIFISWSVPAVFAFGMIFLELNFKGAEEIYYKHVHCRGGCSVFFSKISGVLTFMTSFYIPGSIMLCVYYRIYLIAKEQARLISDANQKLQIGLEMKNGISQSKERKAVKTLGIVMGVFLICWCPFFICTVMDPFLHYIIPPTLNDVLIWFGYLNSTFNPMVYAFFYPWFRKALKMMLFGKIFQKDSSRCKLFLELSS
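Test system – hTAAR1-expressing CHO RD-HGA16 cells, Gα16-coupled · Reagent – β-PEA at EC80 concentration, post-compound challenge · Compound dosing – 3 µM, single point · Timing – 140 s kinetic read after compound, 140 s after agonist · Detection – Fluo-8 intracellular calcium dye fluorescence, real-time kinetic reads · Control set – DMSO and EC80 PEA controls · Repeats – n of 1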
CRFBP-R2 agonist = CRF-BP/CRF-R2 complex agonism | HEK293 CRF-R2/CRF-BP, calcium dye fluorescence (FLIPR); percent of saturating CRF peptide response | activation, % at 13.2 µM | 0.46% of 350,000 active;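 active = activation of at least 50%, plus an integration ratio under a set limit after plate pattern correction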;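 note: plate controls were neutral control wells without compound for no effect and CRF at EC100 for full effect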
M5 antag = antagonists of human muscarinic M5 receptor (CHRM5). CHO-hM5 cells, Fluo-8 calcium fluorescence, ACh EC80. P08912. 0.59% of 360,000 active. inhibition, % at 3 µM;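 active = inhibition above a per-plate cutoff, the mean of that plate's test compounds plus 3 SD, cut at about 27% in these data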;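 note: 0% = acetylcholine EC80 with DMSO and 100% = DMSO without agonist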
TAAR1 ag = agonists of human TAAR1; CHO RD-HGA16 TAAR1, Fluo-8 calcium fluorescence; vehicle wells 0%, saturating PEA agonist 100%; 0.99% of 360,000 active; Q96RJ0; activation, % at 3 µM; AID 624467;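 active = activation above the mean activation of all test compounds in the run plus 3 SD, cut at about 38% in these data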
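Assay system – CHO-derived RD-HGA16 cells with stable Gα16 and human TAAR1 · Compound dosing – one-point dosing at 3 µM (nominal) · Incubation – 17-24 h seeding, 75 min 37 °C dye, 30 min RT · Measured by – kinetic Fluo-8 calcium fluorescence · Control set – DMSO vehicle as 0%, PEA at EC100 as 100% · Repeats – single well for each compound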
CRFR2-BP antag = blocks CRF-induced signaling of the CRF-BP/CRF-R2 complex; HEK293 CRF-R2/CRF-BP, CRF-induced calcium fluorescence; inhibition, % at 11.8 µM; 0.59% of 350,000 active;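 active = inhibition of the ligand-induced calcium signal above about 50% at the single tested concentration, limit read from the data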
CHRM5 agonist = CHRM5 agonism in calcium assay; activation, % at 3 µM; CHO-K1 hM5 cells, Fluo-8 calcium fluorescence; 0% DMSO wells, 100% maximal acetylcholine response; P08912; 0.19% of 360,000 active; AID 624037;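 active = activation above the run's mean over test compounds plus 3 SD, cut at about 23% in these data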;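 note: signal is peak over basal fluorescence ratio across the kinetic read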
CHRM5 PAM = potentiates acetylcholine response at human M5 receptor; P08912; CHO-K1 hM5, Fluo-8 calcium, ACh EC20 PAM; 0% = ACh EC20, 100% = ACh EC100; activation, % at 3 µM; 0.3% of 360,000 active; AID 624038;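 active = activation above the run cutoff, the mean activation of all test compounds plus 3 SD, cut at about 18% in these data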
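Assay system: CHO-K1 hM5 cells / Incubation: Fluo-8 loading 80 min at 37 °C plus 30 min room temperature / Technique: Fluo-8 calcium dye fluorescence, kinetic read / Repeats: single replicate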
An asterisk follows results filed as active; nt = not tested or not shown; & = joins results of further samples.

Every second line gives: M1 PAM parental	CHRM4 PAM	TAAR1 antag	CRFBP-R2 agonist	M5 antag	TAAR1 ag	CRFR2-BP antag	CHRM5 agonist	CHRM5 PAM
- CC(=O)N1c2ccc(S(=O)(=O)NCc3ccccc3Cl)cc2CC1C (stereo not given)
    -3	-4	-1	-1.8	-2	2	-10	3	-4
- O=C(OCC(=O)N1CCc2ccccc21)c1ccccc1
    18	1	-8	-3.9	-2	-4	12	-3	-6
- COc1ccc(CCNC(=O)CSc2ccc(Br)cc2)cc1OC
    18	7	-12	0.4	-5	1	-9	0	0
- Cn1c(SCc2ccccc2F)nnc1-c1cnccn1
    -2	3	3	1.3	-2	11	-9	-2	1
- COc1ccc2c(c1OC)C(=O)N(c1ccccn1)C2
    11	1	-13	0.6	-1	1	-5	-1	1
- CC(C)(C)OC(=O)N1CCC(c2c(C(=O)N3CCN(C(=O)c4ccco4)CC3)cnn2-c2ccc(F)cc2F)CC1
    11	-3	-6	1.3	11	4	-7	2	1
- CC1(C)CC(=O)C(C2c3ccccc3Oc3ccccc32)C(=O)C1
    22	4	6	-0.7	4	7	7	-2	-3
- Cc1nnc(SCC(=O)N2CCCCC2)n1CC1CCCO1 (stereo not given)
    10	-4	-4	-1.0	4	2	12	-3	3
- Cc1ccc(CNC(=O)CSCc2ccccc2)cc1
    22	1	9	-2.2	0	12	13	-2	-1
- CCn1c(C(C)NC(=O)c2ccc(OC)c(OC)c2)nc2ccccc21 (stereo not given)
    19	13	-9	-2.5	-9	12	9	-2	1
- CCS(=O)(=O)NCCc1cc2c(OC)ccc(OC)c2[nH]c1=O
    23	9	-13	-0.2	-1	8	11	2	6
- CN1C(=O)c2cccc3c(Br)ccc(c23)C1=O
    16	-1	-34	-0.1	5	0	-17	-4	-1
- Cc1cc(C)c[n+](-c2nc3ccccc3nc2[N-]S(=O)(=O)c2cccs2)c1
    2	1	-8	2.5	9	4	7	-1	-4
- Cc1ccc2cc(CCNC(=O)c3ccc4c(c3)OCO4)c(=O)[nH]c2c1C
    16	7	5	-1.1	5	1	6	2	-1
- CN(C)c1ccc(-c2ccccc2)nn1
    9	0	7	-1.2	-2	11	7	-9	5
- COCCNc1nc(SC)nc2sc3c(c12)CCN(C)C3
    10	-8	-7	1.1	15	1	3	-7	-5
- O=C(Cc1cccs1)Nc1cc(S(=O)(=O)N2CCCCC2)ccc1Cl
    -4	11	-5	-0.1	-2	10	1	-3	5
- O=C(Nc1nnc(-c2cccs2)o1)c1cc(-c2ccccc2)nc2ccccc12
    18	1	-8	8.0	1	22	9	0	2
- CC(C)(C)c1ccc(C(=O)NCc2ccc(Cl)cc2)cc1
    -10	11	0	-0.7	-8	7	-5	-2	0
- CSc1cccc(NC(=O)C2CC(=O)N(c3ccc4c(c3)OCCO4)C2)c1 (stereo not given)
    -10	4	-22	-1.8	0	7	0	1	-2
- CC(C)COC(=O)N1CCN(S(=O)(=O)c2ccc3c(c2)CCC3)CC1
    16	8	-4	0.5	10	-1	3	0	-6
- c1ccc(COc2ccc(CN3CCN(c4ccccn4)CC3)cc2)cc1
    -5	-13	2	-0.7	1	13	17	-6	-7
- Cc1onc(-c2c(F)cccc2Cl)c1C(=O)NC1CCCCCC1
    -13	-13	-9	0.1	14	-4	-1	-7	-7
- Clc1ccc(C2=C3CCCCn4c(-c5ccccc5)c[n+](c43)C2)cc1
    12	3	12	-0.7	3	2	11	-4	-4
- CC1=CC(C)(C)N(S(=O)(=O)c2ccc(F)cc2)c2ccc(C)cc21
    15	-7	36	-0.6	4	17	43	-5	-4
- O=C(COC(=O)Cc1ccsc1)NC1CCCCCC1
    7	-2	15	-1.4	-2	8	6	1	5
- CCN(CC(=O)Nc1ccc(NC(C)=O)cc1)C(=O)c1cc([N+](=O)[O-])ccc1Sc1ccc(Cl)cc1
    -11	-7	34	0.1	15	6	-4	-1	-15
- CS(=O)(=O)N(CC(=O)NCc1ccco1)c1ccc(Cl)cc1Cl
    -12	-1	12	-1.9	-6	0	-4	1	1
- O=C(Oc1c(Cl)cc(Cl)c2cccnc12)N1CCOCC1
    8	11	-1	-1.1	3	0	16	-1	1
- COc1cccc(-c2nc(CS(=O)(=O)CC(=O)N3CCN(C)CC3)c(C)o2)c1
    11	1	-6	2.5	-4	0	27	52*	-22

Profiles as entered above. Order of screens: M1 PAM parental	CHRM4 PAM	TAAR1 antag	CRFBP-R2 agonist	M5 antag	TAAR1 ag	CRFR2-BP antag	CHRM5 agonist	CHRM5 PAM
Shown for CN(C)c1ccc(-c2ccccc2)nn1 : 9	0	7	-1.2	-2	11	7	-9	5
Shown for O=C(COC(=O)Cc1ccsc1)NC1CCCCCC1 : 7	-2	15	-1.4	-2	8	6	1	5
Shown for CC1(C)CC(=O)C(C2c3ccccc3Oc3ccccc32)C(=O)C1 : 22	4	6	-0.7	4	7	7	-2	-3
Shown for CSc1cccc(NC(=O)C2CC(=O)N(c3ccc4c(c3)OCCO4)C2)c1 (stereo not given) : -10	4	-22	-1.8	0	7	0	1	-2

Next entries
Every second line gives: M1 PAM parental	CHRM4 PAM	TAAR1 antag	CRFBP-R2 agonist	M5 antag	TAAR1 ag	CRFR2-BP antag	CHRM5 agonist	CHRM5 PAM
- COc1ccc(OCCN2C(=O)c3ccccc3C2=O)cc1
    -4	0	8	-0.3	2	6	-2	2	-5
- C/C(=N\NC(=O)Cc1cccn1C)c1ccc2ccccc2c1
    14	-1	15	-1.0	-5	5	1	-1	13
- COC(=O)c1ccc(CO/N=C/c2cccc([N+](=O)[O-])c2)cc1
    13	2	-8	0.7	6	5	5	-2	-5
- Cc1ccc(C(=O)NCc2nnc(SCC(=O)Nc3ccccc3)n2C)cc1
    17	12	1	2.0	-4	4	5	-1	4
- O=C(NCCO)c1cc2ccccc2c(=O)s1
    15	0	-6	-2.0	-3	8	34	-1	2
- CN(c1ccc(C(=O)Nc2cccc([N+](=O)[O-])c2)cc1)S(C)(=O)=O
    -8	-4	17	-0.2	3	4	-9	6	-1
- COC(=O)[C@@]12C[C@@H](CC(=O)NCCc3ccccc3OC)C(=O)N(CCc3ccc(OC)c(OC)c3)C1=CCC(C)(C)C2
    nt	-8	-9	nt	0	28	nt	-1	-6
- O=[N+]([O-])c1c(NCCO)cc(N2CCCCCC2)c2nonc12
    24	12	5	1.0	3	-2	-7	1	1
- CCOC(=O)N1CCC(NS(=O)(=O)c2ccc3c(c2)OCC(=O)N3)CC1
    -8	5	-20	-1.9	5	1	3	-7	6
- COc1ccc2c(c1)-c1nc(/N=C/c3ccc(O)c(OC)c3)sc1CC2
    -12	6	nt	-9.9	9	nt	-32	-3	3
- O=C(NNc1ccc([N+](=O)[O-])cn1)Nc1ccc(N=Nc2ccccc2)cc1
    7	7	16	0.1	-4	45*	-16	12	10
- COc1ccc(NC(=O)C2CCCN(S(=O)(=O)c3c(C)n[nH]c3C)C2)cc1OC (stereo not given)
    -16	0	18	-1.7	23	-1	4	-3	-15
- CCOc1ccc2c(C)c(C(=O)O)oc2c1OCC
    -18	10	-11	-1.0	9	3	-15	-3	4
- CC(=O)OCC1=C(C(=O)O)N2C(=O)C(NC(=O)C(C)Cn3nc(C)c(Cl)c3C)C2SC1 (stereo not given)
    18	-3	13	-0.8	1	-1	-6	-2	6
- CN(C)CC(C)(C)CN=Cc1c(O)[nH]c2ccccc12
    -3	-6	-14	0.3	0	-3	5	-4	2
- O=C1NC[C@@H](Cc2cccc3ccccc23)N(CCCCC2CCCCC2)C1=O
    18	5	-41	1.3	1	6	4	0	11
- CCCCCCCCN1C(=O)[C@H](CC(=O)NCCc2ccccc2OC)C[C@@]2(C(=O)OCC)CCCC=C12
    -3	-4	-2	nt	5	56*	nt	-7	-9
- CCN(CC)S(=O)(=O)c1ccc(N2CCCC2)c(NC(=O)c2ccncc2)c1
    9	-1	15	3.8	9	-3	5	0	-2
- CCc1ccc(-c2cc3c(=O)n(CC(=O)NCCCN4CCN(Cc5ccccc5)CC4)nc(C)n3n2)cc1
    3	-5	-1	-1.2	16	3	-12	-4	-4
- CC(C)(C)c1ccc(NC(=O)CSc2n[nH]c(=O)n2C2CC2)cc1
    -5	-1	38	0.4	14	23	-6	0	-9
- O=C(O)CC1CCC1CC(=O)O (stereo not given)
    18	1	2	-1.3	8	0	11	4	2
- COc1cccc(C2C(C(=O)c3ccco3)=C(O)C(=O)N2CCN(C)C)c1OC (stereo not given)
    20	1	-6	-1.9	-6	5	4	2	5
- CCCCN(C(=O)CC1OC(=O)c2ccccc21)c1c(N)n(CCCC)c(=O)[nH]c1=O (stereo not given)
    0	7	-26	0.7	-1	3	13	3	3
- O=C(/C=C/c1ccccc1Cl)NCCc1ccccc1
    25	5	nt	-1.7	-6	nt	-2	-2	4
- COc1ccc(N2CCN(C(=O)C(Cc3ccccc3)NC(=O)c3ccccc3)CC2)cc1 (stereo not given)
    7	3	37	0.2	5	10	-6	4	-13
- COc1cc2c(cc1OC)C(c1ccc(Br)cc1)CC(=O)N2 (stereo not given)
    24	4	9	1.4	8	2	-5	3	-7
- Cc1cc(-c2ccc(C(C)C)c(S(=O)(=O)NCCN3CCC(C)CC3)c2)on1
    -5	3	-21	0.6	5	0	-11	-6	-4
- Cc1cc(C)nc(NS(=O)(=O)c2ccc(NC(=O)CN3C(=O)S/C(=C\c4ccccc4)C3=O)cc2)n1
    22	-5	8	-0.1	5	7	23	-2	-3
- c1ccc2ccccc2c1
    11	15	-3	-2.4	-4	1	13	1	1
- COc1ccc(-c2cc(NC=O)c3ncc(-c4ccc(OC)c(OC)c4)n3c2)c(OC)c1
    15	0	-4	nt	-4	0	nt	-2	-4
- COC(=O)c1ccccc1NC(=O)Oc1ccc(F)cc1
    8	10	-14	4.3	-7	3	10	1	6
- COC(=O)C1=C(C)NC(C)=C(C(=O)OC)C1C(=O)OCC(=O)N1c2ccccc2CC1C (stereo not given)
    8&16	-1&6	-1&6	0.2&-0.1	10&-4	2&1	3&-15	-4&-7	-1&9
- Cc1ccsc1S(=O)(=O)N1CCCC(CCC(=O)NCc2ccccc2F)C1 (stereo not given)
    26	3	-16	-0.1	9	4	-15	-3	7
- CC(=O)c1cn(CC(=O)Nc2ccccc2C)c2ccccc12
    2	-8	8	1.6	9	7	-10	5	-6
- CCCOc1cc(C)c(S(=O)(=O)NC2CC(C)(C)NC(C)(C)C2)cc1C
    12	10	0	-0.8	0	10	-1	-3	0
- Cc1ccc(CSc2n[nH]c(N)n2)cc1
    22	4	5	-0.2	3	2	-17	1	6
- O=C(Nc1ccc(Cl)cc1)c1ccc(-c2ccccn2)s1
    7	-6	-27	0.1	6	2	1	-2	3
- COc1ccc(-c2cc(=Nc3c(C)n(C)n(-c4ccccc4)c3=O)c3ccccc3o2)cc1
    3	-1	7	-0.3	0	0	-4	-3	2
